Screening results from PubChem.
Pol beta inh: qHTS Assay for Inhibitors of DNA Polymerase Beta; Pol beta primer extension/strand displacement, fluorescence kinetic; Potency, µM (series often up to 114 µM), for inactives: at the highest dose activity change, negative = inhibition, usual class: inhibitors; 340,000 tested, 1.3% active; P06746; also: potency is read from the fitted curve at half-maximal effect; % is scaled to controls: 0 for no effect and ±100 for the full control effect
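10 nM enzyme + cpd, 15 min RT; start with substrate 50 nM final; read 0 min and after 10 min RT. Corrected, normalized data; 4-parameter Hill curve fit.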
ERG-DNA inh: qHTS for Small Molecule Inhibitors of the ERG Ets/DNA interaction | Transcriptional regulator ERG (Homo sapiens), P11308 | fluorescence polarization, His-ERG Ets domain / labelled DNA | Potency, µM (highest dose often 76.9 µM), for inactives: at the top dose FP activity, negative = inhibition, actives largely listed as inhibitors | 370,000 tested, 0.028% active; active = well fitted inhibition curve with a large enough effect in the polarisation, with a control signal flat; inconclusive = small, poorly fitted or top-dose-only effect, or effect the other way, or a change in a side signal; inactive = no such curve, though single readings can be large or run the other way; the % refers to the polarisation;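 also: polarization taken with two DNA probes labelled with fluorescein and Texas red; potency is read from the fitted curve at half-maximal effect; % of control where 0% means no effect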
Target sequence (P11308 whole entry, looked up, the tested form may be a part): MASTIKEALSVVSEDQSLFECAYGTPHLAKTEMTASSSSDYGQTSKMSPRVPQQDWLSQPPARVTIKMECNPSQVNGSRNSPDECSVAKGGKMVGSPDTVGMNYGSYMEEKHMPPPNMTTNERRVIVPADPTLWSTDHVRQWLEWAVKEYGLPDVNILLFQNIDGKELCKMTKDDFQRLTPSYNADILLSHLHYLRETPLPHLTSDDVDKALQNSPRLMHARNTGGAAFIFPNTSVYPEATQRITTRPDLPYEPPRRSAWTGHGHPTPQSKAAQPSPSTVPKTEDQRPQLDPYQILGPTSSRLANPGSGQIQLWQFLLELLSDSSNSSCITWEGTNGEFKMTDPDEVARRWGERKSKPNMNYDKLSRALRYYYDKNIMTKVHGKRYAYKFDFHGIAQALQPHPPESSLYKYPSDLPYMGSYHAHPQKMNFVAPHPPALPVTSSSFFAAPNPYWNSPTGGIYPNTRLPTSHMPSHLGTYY
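His-tagged ERG Ets domain (1 uM in the protein solution; 300mM KCl, 50mM Tris-HCl, 1mM EDTA, 1mM DTT, pH 7.5) received compound, then a probe mix of 5 nM fluorescein-DNA and 100nM Texas-615-DNA. Fluorescence polarization was read for both dyes.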
Anesthetic bind: qHTS Assay for Identification of Novel General Anesthetics | Ferritin light chain (Equus caballus), P02791 | apoferritin/1-aminoanthracene competitive binding, fluorescence | Potency, µM (top dose mostly 77.5 µM), for inactives: at the highest dose activity change, negative = displacement, usual class: inhibitors | 350,000 tested, 0.074% active | AID 485281, 2010; also: potency is read from the fitted curve at half-maximal effect; % is scaled to controls: 0 for no effect and ±100 for the full control effect; nearly all actives have a fitted effect of over 20% in size
Target sequence (P02791 2-175 limits assumed): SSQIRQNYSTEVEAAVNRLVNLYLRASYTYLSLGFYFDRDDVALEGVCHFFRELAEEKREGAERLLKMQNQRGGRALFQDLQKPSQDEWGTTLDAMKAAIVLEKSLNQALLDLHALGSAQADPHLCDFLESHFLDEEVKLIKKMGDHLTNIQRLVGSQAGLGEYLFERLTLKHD
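Steps: apoferritin (10 uM) was premixed with half-saturated 1-AMA in PBS, compounds were pin-transferred, plates stood 10 min at room temperature, fluorescence was read at 380/535 nm, and curves were fitted with a Hill equation.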
LDHA inh: qHTS assay for inhibitors of human lactate dehydrogenase | L-lactate dehydrogenase A chain (Homo sapiens), P00338 | purified LDHA, NADH/diaphorase-resazurin fluorescence; stronger effect = lower value | activity change, % (values are at about 110 or 230 µM) | 480,000 tested, 0.15% active; in the data active = activity change below about -30%; inconclusive = mostly about -25% to -30%;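 also: plate controls were DMSO wells for no effect and wells without enzyme for full effect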
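Human LDH5 (2 nM) was incubated with 0.06 mM NADH and 0.2 mM pyruvate for 5 min at room temperature in Tris pH 7.4. Remaining NADH was coupled through diaphorase/resazurin, and resorufin fluorescence was read at 0 and 20 min.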
12-LOX inh: Primary qHTS assay for inhibitors of human arachidonate 12S-lipoxygenase (ALOX12): Round 2; Polyunsaturated fatty acid lipoxygenase ALOX12 (Homo sapiens), P18054; purified 12hLO, xylenol orange hydroperoxide absorbance; Potency, µM (titrated, usually from 108 µM), inactives show at the highest dose activity change, negative = inhibition, usual class: inhibitors; 580,000 tested, 1.1% active; AID 1671190, 2021; also: potency is read from the fitted curve at half-maximal effect; % is scaled to controls: 0 for no effect and ±100 for the full control effect
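Hydroperoxide product was detected by ferrous iron/xylenol orange as the 573 to 405 nm absorbance ratio. Arachidonic acid at 40 uM (final) was turned over for 30 min at room temperature by 150 nM human 12hLO, pH 7.0 Hepes buffer, after 15 min compound preincubation.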
POLK inh: qHTS for Inhibitors of Polymerase Kappa | DNA polymerase kappa (Homo sapiens), Q9UBT6 | purified Pol kappa, fluorescent DNA synthesis assay, 10 min | Potency, µM (titrated, usually from 107 µM), without a hit: at the top dose activity, negative = inhibition, most hits filed as inhibitors | 400,000 tested, 0.53% active | AID 588579, 2011; also: potency is read from the fitted curve at half-maximal effect; % is scaled to controls: 0 for no effect and ±100 for the full control effect
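Inhibition of 10 nM Pol kappa is measured by a fluorescent read-out at 0 and 10 min following addition of 50 nM substrate (final), with a 15-min room-temperature compound preincubation.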
POLH inh: qHTS for Inhibitors of Polymerase Eta; recombinant Pol eta, fluorescent DNA replication assay; 390,000 tested, 1.2% active; AID 588591, 2011; Potency, µM (series often up to 114 µM), for inactives: top-dose activity change, negative = inhibition, hits mostly inhibitors; also: potency is read from the fitted curve at half-maximal effect; % is scaled to controls: 0 for no effect and ±100 for the full control effect
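Pol eta at 10 nM preincubated with compounds 15 min at room temperature; reaction started with fluorescent substrate (50 nM final) and read kinetically at 0 and 10 min.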
RGS4 inh: Inhibitors of Regulator of G Protein Signaling (RGS) 4: qHTS; Regulator of G-protein signaling 4 (Homo sapiens), P49798; Transcreener GDP fluorescence polarization, RGS4-accelerated GTP hydrolysis; Potency, µM (doses to about 114 µM), for inactives: at the highest dose activity change, negative = inhibition, hits mostly inhibitors; 390,000 tested, 0.039% active; AID 504845, 2011; also: potency is read from the fitted curve at half-maximal effect; % is scaled to controls: 0 for no effect and ±100 for the full control effect; nearly all actives have a fitted effect of over 75% in size; some results filed as inactive show a strong effect at the top dose
Target sequence (P49798 whole entry, looked up): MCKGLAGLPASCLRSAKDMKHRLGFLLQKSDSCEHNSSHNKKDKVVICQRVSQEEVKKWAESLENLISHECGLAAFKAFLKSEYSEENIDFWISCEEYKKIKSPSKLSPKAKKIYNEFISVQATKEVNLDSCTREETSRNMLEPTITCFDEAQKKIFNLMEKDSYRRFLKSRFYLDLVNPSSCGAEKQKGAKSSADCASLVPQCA
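MLSMR compounds (23 nl, pin-transferred) preincubated 10 min at room temperature with a 500nM (2x) first reagent, then RGS4 at 900nM (2x) plus Transcreener GDP mix added; fluorescence polarization (620/688 nm) read before and after 90 min at 30 °C.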
APEX1 inh: qHTS Assay for Inhibitors of the Human Apurinic/apyrimidinic Endonuclease 1 (APE1) | DNA repair nuclease/redox regulator APEX1 (Homo sapiens), P27695 | recombinant APE1, TAMRA/BHQ-2 abasic DNA cleavage fluorescence | Potency, µM (top dose mostly 65.8 µM), without a hit: at the top dose activity change, negative = inhibition, most hits filed as inhibitors | 350,000 tested, 0.35% active;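 also: potency is read from the fitted curve at half-maximal effect; plate controls were vehicle for no effect and reference inhibitor for full effect; nearly all actives have a fitted effect of over 55% in size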
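Incision of a quenched TAMRA/BHQ-2 THF abasic-site duplex (50 nM) by 0.75 nM APE1, after 15 min compound preincubation, measured as fluorescence increase over three 60 s reads. Values normalized to buffer, DMSO and NSC13755 control wells.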
Active calls of the source: *; i = inactive; ? = inconclusive; nt = no result given; & = joins results of further samples; [ ] = another dose, or the depositor's remark. Unless noted, calls follow the shape of the dose curve; as a rule, active = well fitted curve in the direction sought with a large enough effect; inconclusive = small, poorly fitted or top-dose-only effect, or another doubt; inactive = no such curve, though single readings can be large; an effect the other way counts as inactive or inconclusive. This is a subset; the hit share may differ from the screen's.

SMILES | Pol beta inh | ERG-DNA inh | Anesthetic bind | LDHA inh | 12-LOX inh | POLK inh | POLH inh | RGS4 inh | APEX1 inh
CCCCN(CC)C(=O)CSc1nc2ccccc2c(=O)n1CC1COc2ccccc2O1 (centres undefined) | 14% | -18% | -10% | 0 | -7% | -1% | 1% | 3% | -4%
O=C(CCC(=O)N1CCc2ccccc2C1)NCCc1ccc(Cl)cc1 | 1% | 15% | -18% | -1 | -6% | -10% | -7% | 20% | 19%
OCCSc1c(F)c(SCCO)c(SCCO)c(F)c1SCCO | 26% | -25% | 0% | 0 | -16% | 0% | -3% | -8% | -3%
O=C(c1ccc2snnc2c1)N1CCCCC1 | 12% | -1% | -8% | -3 | -3% | -11% | -1% | -5%[11.4 µM] | -2%
COc1ccccc1CN(Cc1nc2ccccc2c(=O)[nH]1)S(=O)(=O)c1ccc2ccccc2c1 | -1% | nt | -8% | 5 | 20% | -12% | -11% | -20% | -3%
O=C(CC1SC(N2CCOCC2)=NC1=O)Nc1ccccc1F (centres undefined) | nt | 1% | nt | 1 | 2% | 12% | -8% | 9% | 11%
CN(C)S(=O)(=O)c1cccc(NC(=O)NCCCl)c1 | 27% | -4% | -8% | -2 | -13% | 0% | -19% | 25% | 15%
COc1cccc(/C=C2\SC(=S)N(c3cccnc3)C2=O)c1OC | -3% | 6% | -4% | -15 | -11% | -1% | -30% | -34% | 1%
CC(=O)c1cn(N(C)c2ncc(C(F)(F)F)cc2Cl)c(=O)[nH]c1=O | 0% | -1% | -2% | -3 | 1% | -6% | -10% | 17% | 24%
NC(=O)CSc1nnnn1CC(CC(=O)O)c1ccccc1 (centres undefined) | 7% | -3% | -3% | -8 | ? | -14% | 6% | -6%[56.9 µM] | 4%
O=C(NCc1cccnc1)c1ccc(COc2ccccc2Br)o1 | -2% | nt | -6% | -4 | 18% | -8% | -3% | 14% | -2%
O=C(Nc1ccc(Cn2nnc3ccccc32)cc1)c1ccco1 | -20% | -3% | -6% | -13 | 0% | 6% | 1% | 11% | -2%
COc1ccc(Cl)cc1NC(=O)CN(C)C(=O)c1cc(=O)c2ccccc2o1 | nt | 2% | nt | -4&10 | 330%&3%[activator] | -7% | -18% | 25% | -10%
Cc1nc(C)c(-c2ccc(SCC(=O)Nc3cccc(C)c3C)nn2)s1 | -29% | 0% | -8% | -3 | 0% | -2%[60.1 µM] | -6% | -31% | nt
CCC(=O)Nc1ccc2c(c1)Cc1cc([N+](=O)[O-])ccc1-2 | nt | 17% | nt | -2 | -2% | -13% | -8% | -13% | nt
CN1CCCC(OC(=O)c2cccc(Cl)c2)C1 (centres undefined) | 1% | -10% | -21% | -12 | -16% | 1% | -19% | 7% | -1%
CC(=O)Nc1ccc(-c2nnn(CC(=O)Nc3ccc4c(c3)OCO4)n2)cc1Cl | 77% | 5% | -3% | 1 | -7% | -9% | -9% | ? | -10%
O=C(O)c1cccc(S(=O)(=O)N2Cc3ccccc3C2)c1 | 20% | 5% | -1% | -4 | i | 7% | -8% | -2% | 5%
CCOC(=O)/C(=N\Nc1cccc(C(F)(F)F)c1)N1CCOCC1 | -1% | 9% | -11% | 4 | ? | 9% | -12% | -1% | -5%
CC(C)C(NC(=O)c1ccco1)C(=O)NCC(c1ccco1)N(C)C (centres undefined) | 0% | -4% | -5% | 2 | 10% | 7% | -8% | -27% | 2%
O=C(COc1cccnc1[N+](=O)[O-])Nc1ccc2c(c1)CCC2 | 7% | 0% | -16% | -2 | -11% | -4% | -26% | -13% | -10%
Cc1ccc2c(c1)C1CN(C)CCC1N2C(=O)c1ccccc1NS(=O)(=O)c1ccc(F)cc1C (centres undefined) | 51% | -15% | 6% | 0 | -12% | -1% | -4% | 0% | -5%
CN(C)Cc1ccccc1C1(O)c2ccccc2CSc2ccccc21 (centres undefined) | 7% | -1% | 29% | -1 | 146%[activator] | -7% | -21% | -25% | 4%
C=CCOc1ccc(/C=N/NC(=O)C2CCCC2)cc1OCC | 15% | ? | -7% | -13 | 0% | 8% | 6% | -6% | -12%
Cc1ccc(NC(=O)COc2cccc3ccc(C)nc23)c(Br)c1 | 4% | 1% | ? | -13 | 4% | -8% | -9% | 27% | -3%
COc1ccc(N2CCN(C(=O)c3csc4ccccc34)CC2)cc1 | 18% | 3% | -17% | -1 | 0% | -15% | -14% | 19% | -2%
Cc1c(NC(=O)C(C)OC(=O)c2c3c(nc4ccccc24)CCC(C)C3)c(=O)n(-c2ccccc2)n1C (centres undefined) | nt | -9% | nt | -6 | -2% | -17% | -1% | -4% | nt
Cn1c(Nc2ccccc2)cc(=O)n(C)c1=O | 0% | -4% | 7% | -6 | 20% | -13% | -11% | -25% | -3%
O=C(COC(=O)CCSc1ccc(Cl)cc1)NCc1ccccc1 | 1% | 3% | -7% | -1 | -23% | -10% | -20% | 12% | 8%
O=C(/C=C/c1cccc(Br)c1)N1CCN(c2ccccn2)CC1 | 2% | -8% | -23% | -8 | 6% | 2% | -16% | 35% | -3%
COc1ccc(NS(=O)(=O)c2cc(NC(=O)C(CC(C)C)NC(N)=O)ccc2N2CCOCC2)cc1 (centres undefined) | nt | 6% | nt | 2 | -6% | 14% | -8% | -12% | nt
O=C(CCn1c(=O)c2ccccc2n(Cc2ccc(F)cc2Cl)c1=O)NCc1ccc2c(c1)OCO2 | -20% | 7% | -2% | 0 | -9% | -4% | -14% | -4% | nt
Cc1cc(C)c(S(=O)(=O)N2CCCCC2)c(C)c1-n1ncnn1 | 0% | nt | -4% | -9 | 6% | -2% | -4% | 2% | -6%
O=C(O)C1CC1c1ccc(Br)cc1 (centres undefined) | 8% | 0% | -13% | 0 | 414%[activator] | -1% | 21% | -12% | -2%
CN(Cc1c(C(=O)N/N=C/c2cccc(F)c2)nnn1-c1nonc1N)c1ccccc1 | ? | -6% | ? | -8 | -2% | -13% | -9% | 16% | 34%
CCCN(C(=O)c1cc2c(s1)-c1ccccc1OC2)c1ccccc1F | ? | -1% | 44%[activator] | -1 | 0% | -8% | -6% | -1% | nt
COc1ccc(C2C(C(=O)c3ccco3)=C(O)C(=O)N2CCCn2ccnc2)c(OC)c1 (centres undefined) | 5% | 0% | -16% | 4 | -20% | -23% | -7% | -12% | -8%
COc1ccc(C(C)=O)cc1COC(=O)c1cc(=O)c2ccccc2o1 | 17% | 4% | 2% | -5 | -14% | 8% | -20% | -53% | -7%
O=S(=O)(c1ccc2c(c1)OCCO2)N1CCN(c2cccc(Cl)c2)CC1 | 1% | -2% | 25% | -5 | 0% | -17% | -14% | 27% | 7%
Cc1cc(NC(=O)CCCn2c(C)c3cnn(-c4ccccc4)c(=O)c3c2C)ccc1Br | 13% | 0% | -7% | 1 | -20% | -13% | -10% | 20% | nt

An excerpt from above in order of molecular weight, falling.
SMILES | Pol beta inh | ERG-DNA inh | Anesthetic bind | LDHA inh | 12-LOX inh | POLK inh | POLH inh | RGS4 inh | APEX1 inh
COc1ccc(NS(=O)(=O)c2cc(NC(=O)C(CC(C)C)NC(N)=O)ccc2N2CCOCC2)cc1 (centres undefined) | nt | 6% | nt | 2 | -6% | 14% | -8% | -12% | nt
CCCN(C(=O)c1cc2c(s1)-c1ccccc1OC2)c1ccccc1F | ? | -1% | 44%[activator] | -1 | 0% | -8% | -6% | -1% | nt
O=C(O)C1CC1c1ccc(Br)cc1 (centres undefined) | 8% | 0% | -13% | 0 | 414%[activator] | -1% | 21% | -12% | -2%

Compounds from the list above containing a thiophene ring, fused or not:
SMILES | Pol beta inh | ERG-DNA inh | Anesthetic bind | LDHA inh | 12-LOX inh | POLK inh | POLH inh | RGS4 inh | APEX1 inh
COc1ccc(N2CCN(C(=O)c3csc4ccccc34)CC2)cc1 | 18% | 3% | -17% | -1 | 0% | -15% | -14% | 19% | -2%
CCCN(C(=O)c1cc2c(s1)-c1ccccc1OC2)c1ccccc1F | ? | -1% | 44%[activator] | -1 | 0% | -8% | -6% | -1% | nt
